From PubChem BioAssay
EphA4 KYL inhibition: EphA4 ligand-binding antagonists – biochemical, colorimetric, mouse EphA4, primary screen (AID 689). inhibition, % at 10 µM, or IC50 in µM where a hit was titrated. actives 0.1% (n = 62,000). EphA4-AP binding to KYL peptide, pNPP A405; higher % means a stronger effect; in the data active = a potency from the dose series; inactive = the rest, 99 in 100 with inhibition below about 22%
* hit, by the source's call. An excerpt (hit frequency here may not be typical).

SMILES	EphA4 KYL inhibition
Cc1ccc(C(C)NC(=O)/C(C#N)=C\c2c(C)[nH]c3ccccc23)cc1 (stereo unspecified)	-40.4%
c1ccc(OCCOc2ncnc3ccccc23)cc1	0.3%
Cn1c2ccccc2c2ncn(Cc3ccco3)c(=O)c21	-4.1%
CN(C)C(=O)CSc1nnc2sc3ccccc3n12	11.3%
CCOC(=O)Cn1c(=O)oc2cc(S(=O)(=O)N3CCCc4ccccc43)ccc21	5.0%
CCCn1c(SCC(=O)Nc2c(C)cccc2C)nnc1C(C)C	-11.0%
CN1CCN(c2ccc(C(=O)c3ccc(F)cc3)cc2)CC1	-20.7%
OC(c1ccccn1)c1c[nH]c2ccccc12 (stereo unspecified)	-6.9%
O=S(=O)(Nc1ccc(N2CCCCC2)cc1)c1cccs1	-4.9%
COc1ccc(C(C)(C)C)cc1NC(=O)C1CC=CCC1C(=O)O (stereo unspecified)	-13.4%
O=C(OCCN1C(=O)c2ccccc2C1=O)c1cc2ccccc2o1	-11.0%
CCNc1nc(NCC)nc(C(=O)Nc2ccccc2)n1	-8.8%
C/C=C(\C)CN1CCN(c2cccc(C)c2C)CC1	-3.7%
CCC(C)N(C(=O)Cn1nnc2ccccc21)C(C(=O)NCc1ccco1)c1cccc(OC)c1 (stereo unspecified)	0.4%
CC(C)N(Cc1nc(-c2ccccc2)no1)S(=O)(=O)c1ccccc1	-12.8%
CCCN1CC=C2C(C#N)=C(N)C(C#N)(C#N)C(c3cc(OC)ccc3OC)C2C1 (stereo unspecified)	-7.8%
O=C(CN1CCOCC1)Nc1cc(Cl)ccc1Cl	-4.0%
O=C(NC(=S)Nc1ccccc1O)c1ccc(Br)cc1	-2.5%
CCN(CCCNC(=O)CCNC(=O)Cn1cnc2ccccc2c1=O)c1ccccc1	-2.1%
CC1(C)CC(=O)C2=C(C1)Oc1ncn(CCCO)c(=N)c1C2c1ccccc1 (stereo unspecified)	-4.7%
CCOC(=O)C1=C(C)N=C2SCCC(=O)N2C1c1ccc(C(=O)OC)cc1 (stereo unspecified)	-8.3%
CCOc1ccc(NC(=S)NCCc2ccc(S(N)(=O)=O)cc2)cc1	-8.8%
CCOC(=O)Nc1ccc2c(c1)N(C(=O)OC)c1ccccc1CC2	-14.2%
CCOC(=O)c1c(NC(=O)CCN2CCOCC2)sc2c1CC(C)(C)OC2	3.2%
Cc1ccc(SCc2ccc(C(=O)NCc3ccncc3)cc2)cc1	0.6%
O=C(CSCC(=O)NC1CC1)Nc1ccccc1	9.3%
Cc1cc(C)c2c(-n3cccc3)c(NC(=O)OCc3ccccc3)sc2n1	-6.1%
CS(=O)(=O)N(CC(=O)O)c1ccc(Cl)cc1	-0.5%
CCn1c(=O)cc(SCC(=O)N(C)Cc2ccccc2)c2ccccc21	-3.1%
COC(=O)c1ccc(C(c2c(N)n(CC(C)C)c(=O)[nH]c2=O)N2CCN(c3ccccc3)CC2)cc1 (stereo unspecified)	-9.0%
COc1ccccc1N1CCN(C(=O)c2c(Cl)cccc2Cl)CC1	0.5%
O=C(NCCCN1CCc2ccccc2C1)C1CCN(S(=O)(=O)N2CCCC2)CC1	1.2%
CCc1ccc2[nH]c(=O)c(C(c3nnnn3Cc3ccccc3)N3CCOCC3)cc2c1 (stereo unspecified)	-27.4%
CCn1ncc2c(OCc3ccc(C#N)cc3)cc(C)nc21	-20.2%
CC1=C(c2ccccc2)[N+](=O)C(C)(c2ccc(C)cc2)N1[O-] (stereo unspecified)	2.6%
COc1ccc(C2C=C(c3ccc(C)cc3)Nc3ncnn32)cc1 (stereo unspecified)	10.8%
CCOC(=O)c1c(N)nc(C)n1-c1ccc(OC)cc1	0.9%
CC1CCN(C(=O)N2c3ccccc3Sc3ccccc32)CC1	-2.4%
NC(=O)c1ccc(NC(=O)C2CCCO2)cc1 (stereo unspecified)	1.0%
COc1ccc(C(=O)NC(=O)CSc2nnc(-c3ccco3)n2-c2ccccc2)cc1	-3.9%
O=C1NC(=O)N(c2ccc(Cl)cc2)C(=O)/C1=C\c1ccc(-c2ccc([N+](=O)[O-])cc2)o1	6.1%
COc1ccc(/C(N)=N/OC(=O)c2cccc([N+](=O)[O-])c2)cc1	-10.0%
COc1cc2c(cc1NC(=O)CSc1nnnn1-c1ccccc1)oc1ccccc12	-6.3%
CC(C)c1ccc(/C=C(\NC(=O)c2ccccc2)C(=O)NCCN2CCOCC2)cc1	-6.2%
COc1ccc(N(Cc2ccc(C(=O)NCc3ccccc3OC)cc2)S(=O)(=O)c2ccccc2)cc1	-7.4%
Cc1ccc(N2C(=O)N(CC(=O)NCc3ccc(Cl)cc3)C(=O)C2C)cc1 (stereo unspecified)	-12.4%
CCN(CCCNC(=O)Cn1ncc2c(=O)oc3ccccc3c21)c1cccc(C)c1	7.6%
Cn1c2c(c(=O)n(C)c1=O)CN(CC1CCCO1)CN2 (stereo unspecified)	4.0%
Cc1cc(=O)oc2cc(OCc3ccc(F)cc3)c(Cl)cc12	15.9%
O=C(c1ccccc1)N1CCN(C(=O)C23CC4CC(CC(C4)C2)C3)CC1	-9.8%
COc1cc(NC(=O)c2ccc(F)cc2)cc([N+](=O)[O-])c1	-3.7%
Cc1ccc(S(=O)(=O)N(C)C2(C)CCS(=O)(=O)C2)cc1 (stereo unspecified)	2.0%
COc1ccc(N2Cc3cccc(C(=O)N4CCOCC4)c3C2=O)cc1	7.2%
c1ccc(Cn2nnnc2CN2CCOCC2)cc1	-10.8%
Cc1ccc(-n2nc3c(c2NC(=O)CCC2CCCCC2)CS(=O)C3)cc1 (stereo unspecified)	-11.0%
CCOc1cc(OCC)cc(C(=O)Nc2cccc(OC)c2)c1	6.8%
CCOC(=O)c1[nH]c2cc(OC)c(OC)cc2c1NC(=O)c1nonc1C	-12.2%
Cc1ccc(OCC(=O)Nc2ccc(Cl)c(Cl)c2)c(Br)c1	5.1%
COCCn1nnnc1C(c1ccc(OC)cc1OC)N1CCN(c2ccccc2F)CC1 (stereo unspecified)	-1.8%
Cn1c(=O)c2c(nc(SC3C(=O)CC(C)(C)CC3=O)n2C)n(C)c1=O	-1.3%

(more compounds)
SMILES	EphA4 KYL inhibition
Cc1nc2sc3c(c2c2nncn12)CCCC3	-9.0%
CC(c1ccccc1)C1CC(=O)N(C2CCCCC2)C1=O (stereo unspecified)	-12.7%
CCOc1ccc(CN2CCC(=O)NC2=O)cc1	-2.4%
Cc1[nH]nc2c1C(Cc1ccccc1)C(C#N)=C(N)O2 (stereo unspecified)	5.1%
COc1c(Cl)cc(-c2noc(C)c2C(=O)NCc2ccccc2)cc1Cl	-2.3%
CC(=O)Nc1ccc(C(=O)Nc2ccc(Cl)cc2Cl)cc1	-5.5%
Cc1cccc(C)c1OCCCN1CCCC1	-0.8%
COC(=O)C1Sc2[nH]c(=O)sc2C(c2ccc(Cl)cc2)C1C(=O)OC (stereo unspecified)	-7.8%
CCOC(=O)N1CCN(C(=O)CN(c2ccccc2OC)S(=O)(=O)c2ccc(C)cc2)CC1	12.3%
C=CCSc1[nH]c(=O)cc(C)c1C(N)=O	-4.4%
COc1ccc(N(C)C(=O)c2ccc3nc(-c4ccccc4)c(-c4ccccc4)nc3c2)cc1	-0.2%
CCCCNC(=O)CSc1nnc(NC(C)=O)s1	-15.8%
CCC1CCCCN1C(=O)CCCOc1ccccc1 (stereo unspecified)	-7.6%
Cc1c(C)c2ccc(OC(C)C(=O)c3ccccc3)cc2oc1=O (stereo unspecified)	-8.5%
COc1cccc(C(=O)Nc2ccccc2)c1	-9.4%
Cc1ccc(OCCCN2CCCC2)c(C)c1	-2.9%
OC(COc1ccccc1Cl)Cn1c2ccccc2c2ccccc21 (stereo unspecified)	7.3%
O=C1C(Cc2ccccc2)S/C(=N/N=C/c2ccco2)N1c1ccccc1 (stereo unspecified)	0.4%
COC(=O)CNc1c(-c2ccccc2)nc2ccc(Br)cn12	3.7%
CCN(CC)S(=O)(=O)c1ccc(OC)c(NS(=O)(=O)c2ccc(F)cc2)c1	-0.3%
CCC1(C)CC(CCNS(=O)(=O)c2ccc(C)cc2)(c2ccc(C)cc2)CCO1 (stereo unspecified)	-16.8%
COCCNC(=O)CSc1nc2ccccc2c2nc(C)nn12	14.1%
O=C(NCc1cccnc1)c1ccc(COc2cccc3ccccc23)o1	-0.5%
CC(C)CNC(=O)/C(=C/c1ccc(F)cc1)NC(=O)c1ccccc1	-7.9%
Cc1oc2ccc(OCc3ccccc3F)cc2c1C(=O)O	1.5%
CN1c2ccccc2C(C)(C)C12C=Nc1c(cc(N3CCOCC3)c3ccccc13)O2 (stereo unspecified)	4.0%
O=C(NC1CC1)c1cc(=O)c2ccccc2o1	-11.8%
CC(=O)N1N=C(c2cccc([N+](=O)[O-])c2)OC1c1ccccc1Cl (stereo unspecified)	-1.8%
O=C(COc1ccc(Cl)cc1)Nc1cccc(-c2nc3ccccc3s2)c1	3.9%
CCOC(=O)N1CCN(c2nc(-c3ccc(OC)cc3)no2)CC1	-0.2%

3 of the entries above in order of the EphA4 KYL inhibition value, falling:
SMILES,EphA4 KYL inhibition
COc1ccc(N(C)C(=O)c2ccc3nc(-c4ccccc4)c(-c4ccccc4)nc3c2)cc1,-0.2%
O=C(NCc1cccnc1)c1ccc(COc2cccc3ccccc23)o1,-0.5%
Cc1cccc(C)c1OCCCN1CCCC1,-0.8%

More records
SMILES	EphA4 KYL inhibition
COC(=O)c1cccc(N(C(=O)c2cnccn2)C(C(=O)NCc2ccccc2)c2ccco2)c1 (stereo unspecified)	-5.9%
Nc1ccc(O)c(-c2nc3ccccc3s2)c1	-6.2%
COc1ccc(C)cc1NC(=O)CSc1nnc(-c2ccc(C)cc2)o1	0.7%
Cn1c(NC(=O)c2ccc(Cl)cc2Cl)cc(=O)n(C)c1=O	-3.8%
Oc1ccc(/C=N/NC(=S)NCc2ccco2)cc1	-12.0%
O=C(Nc1cccc(Br)c1)c1ccc(Cl)c([N+](=O)[O-])c1	-5.6%
CN1CCN(c2ccc([N+](=O)[O-])c(NCc3ccc(Cl)cc3)c2)CC1	-11.7%
CC1CCCC(C)N1CCNC(=O)CCn1nc(-c2ccccc2)ccc1=O (stereo unspecified)	-14.5%
Cc1ccc2cc(COC(=O)C3CCCO3)c(=O)[nH]c2c1 (stereo unspecified)	-15.2%
COc1ccc(OC)c(NC(=O)Cn2cccc2)c1	8.3%
CCc1nnc(NC(=O)C(C)C)s1	-1.9%
O=C(Nc1cccc(F)c1)c1ccc(Cl)cc1Cl	3.0%
COc1cc(C(C(=O)NC2CCCCC2)N(Cc2cccs2)C(=O)Cc2c[nH]c3ccccc23)cc(OC)c1OC (stereo unspecified)	-4.0%
CCCCn1c(SCC(=O)NCc2cccs2)nc2c1c(=O)n(C)c(=O)n2C	-4.3%
Cc1cc(C(=O)OCC(=O)Nc2ccc(F)c(F)c2)c(C)o1	-13.4%
O=C1CC2(CON=C2c2ccc(F)cc2)C(=O)N1c1ccc(F)cc1 (stereo unspecified)	-4.4%
Cc1nc(SCC(=O)OCN2C(=O)c3ccccc3C2=O)n[nH]1	-7.1%
Cc1ccc(CNC(=O)C(Cc2ccccc2)NS(=O)(=O)c2ccc3c(c2)CCC(=O)N3)cc1 (stereo unspecified)	-18.6%
COc1ccc(C2=Nn3c(nnc3-c3ccccn3)SC2)cc1OC	3.0%
CCOC(=O)C1CCCN(c2nc(C)nc3c2oc2ccccc23)C1 (stereo unspecified)	-1.1%
COc1cc(CN2CCC(C(=O)NC3CCCC3)CC2)cc(OC)c1O	-11.6%
N=C1C(c2nc3ccccc3[nH]2)=C(O)CN1c1ccccc1	-5.8%
Cc1cccc(C)c1-n1c(C)n[nH]c1=O	1.3%
N#CC1(c2ccccc2)CCCN1C(=O)c1ccco1 (stereo unspecified)	6.8%
CC12CC3CC(C)(C1)CC(CNC(=O)Nc1ccccc1)(C3)C2	2.5%
COC(=O)CC1SC(=O)NC1=Nc1ccc(O)cc1 (stereo unspecified)	-5.6%
Cn1c(N)c(C(=O)COC(=O)c2ccc3c(c2)OCCO3)c(=O)n(C)c1=O	-5.7%
COC(=O)c1nc2cc3c(cc2c(C)c1C(=O)OC)OCO3	-1.1%
CCOc1ccccc1N(C(=O)c1snc(C(N)=O)c1N)C(C(=O)NCCC(C)C)c1ccco1 (stereo unspecified)	-25.6%
O=C1NN(c2ccccc2)C(=O)/C1=C/c1ccc([N+](=O)[O-])o1	26.8%
COc1ccc(-c2nnnn2C)cc1S(=O)(=O)Nc1ccc(I)cc1	-4.0%
COc1ccc(C2C3=C(CC(C)(C)CC3=O)Oc3ncn(CCCn4ccnc4)c(=N)c32)cc1 (stereo unspecified)	-13.6%
COc1ccc(NC(=O)C2CCCN(S(=O)(=O)c3c(C)[nH]c(=O)[nH]c3=O)C2)cc1 (stereo unspecified)	-12.4%
Cc1ccc(-c2nnn(CC(=O)Nc3ccc4nn(-c5ccccc5)nc4c3)n2)o1	1.3%
Cc1ccc(/C=N\Nc2nc3ccc(Cl)cc3[nH]2)o1	-7.1%
CCCCC(=O)Nc1nn(C)c2nc3c(C)cccc3cc12	-5.0%

Nothing new here: six of the compounds above.
SMILES	EphA4 KYL inhibition
COc1ccc(-c2nnnn2C)cc1S(=O)(=O)Nc1ccc(I)cc1	-4.0%
COc1ccc(C2C3=C(CC(C)(C)CC3=O)Oc3ncn(CCCn4ccnc4)c(=N)c32)cc1 (stereo unspecified)	-13.6%
COc1ccc(NC(=O)C2CCCN(S(=O)(=O)c3c(C)[nH]c(=O)[nH]c3=O)C2)cc1 (stereo unspecified)	-12.4%
Cc1ccc(-c2nnn(CC(=O)Nc3ccc4nn(-c5ccccc5)nc4c3)n2)o1	1.3%
Cc1ccc(/C=N\Nc2nc3ccc(Cl)cc3[nH]2)o1	-7.1%
CCCCC(=O)Nc1nn(C)c2nc3c(C)cccc3cc12	-5.0%
